Assay outcomes (PubChem BioAssay)
PPARg SRC1 recr = promotes SRC-1 coactivator recruitment by human PPARgamma; P37231; PPARgamma-SRC-1 coactivator recruitment biochemical assay; activation, % at 8 µM; 200,000 tested, 0.41% active; AID 631; in the data active = activation above about 19%;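 note: 0% = DMSO and 100% = reference agonist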
Target sequence (P37231 whole entry, looked up): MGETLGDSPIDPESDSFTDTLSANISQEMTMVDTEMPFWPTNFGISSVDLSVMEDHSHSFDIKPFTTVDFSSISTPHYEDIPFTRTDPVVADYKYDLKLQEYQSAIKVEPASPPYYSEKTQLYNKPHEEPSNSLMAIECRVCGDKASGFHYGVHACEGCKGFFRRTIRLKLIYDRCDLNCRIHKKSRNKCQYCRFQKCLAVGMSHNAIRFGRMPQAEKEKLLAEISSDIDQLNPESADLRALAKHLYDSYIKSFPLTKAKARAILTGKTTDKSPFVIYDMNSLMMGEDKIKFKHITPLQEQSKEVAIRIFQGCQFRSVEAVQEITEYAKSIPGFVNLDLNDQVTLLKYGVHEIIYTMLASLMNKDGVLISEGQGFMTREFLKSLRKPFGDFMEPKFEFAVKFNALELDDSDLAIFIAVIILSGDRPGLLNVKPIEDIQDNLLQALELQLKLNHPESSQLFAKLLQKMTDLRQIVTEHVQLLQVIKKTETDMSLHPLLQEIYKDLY
G6PDH CS = L. mesenteroides G6PDH inhibition counter-screen. Purified L. mesenteroides G6PDH, diaphorase/resazurin coupled fluorescence, 45 min. inhibition, % at 5 µM. 200,000 tested, 0.12% active; in the data active = inhibition above about 50%
Diaphorase inh = counter-screen for diaphorase-based assays: diaphorase inhibitors and chemical oxidizers. diaphorase resazurin-to-resorufin fluorescence, NADH, 16 min; bacterial (C. kluyveri) enzyme, not human. inhibition, % at 20 µM. 190,000 tested, 0.69% active;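 active = primary screen inhibition at 20 µM above a set limit, cut at about 50% in these data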;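 note: plate controls were DMSO with full reaction for no effect and wells lacking NADH for full effect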
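Assay system – diaphorase enzyme from Clostridium kluyveri · Amount – diaphorase 0.14 U/mL (working solution) · Times – reaction incubation of 16 min at room temperature · Controls – No-NADH positive control and DMSO neutral control · Signal – resorufin fluorescence 544/590 nm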
S1P3 antagonist = antagonists of human S1P3 receptor; CHO S1P3 NFAT-BLA reporter, FRET fluorescence, antagonist mode; 170,000 tested, 0.27% active; AID 485; inhibition, % at 4.98 µM;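 active = inhibition above the plate cutoff, the mean inhibition of test wells on that plate plus 3 SD, cut at about 28% in these data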;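 note: cells challenged with S1P at its EC80 of 0.8 µM; blue over green emission ratio from cleaved BLA substrate after 4 h stimulation; 0% = S1P-stimulated wells and 100% = unstimulated DMSO-only wells; some compounds past the cut are filed as inactive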
ROMK mod = modulators of human ROMK potassium channel; P48048; Tet-inducible ROMK, thallium flux fluorescence; actives lie on both sides; B-score at 10 µM; 130,000 tested, 2% active;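 active = signal ratio slope over the read window, or its plate-corrected B-score, at least 3 SD from the plate mean, either direction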;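 note: B-score of the F/F0 ratio slope over 7 to 12 s after thallium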
Target sequence (P48048 whole entry, looked up): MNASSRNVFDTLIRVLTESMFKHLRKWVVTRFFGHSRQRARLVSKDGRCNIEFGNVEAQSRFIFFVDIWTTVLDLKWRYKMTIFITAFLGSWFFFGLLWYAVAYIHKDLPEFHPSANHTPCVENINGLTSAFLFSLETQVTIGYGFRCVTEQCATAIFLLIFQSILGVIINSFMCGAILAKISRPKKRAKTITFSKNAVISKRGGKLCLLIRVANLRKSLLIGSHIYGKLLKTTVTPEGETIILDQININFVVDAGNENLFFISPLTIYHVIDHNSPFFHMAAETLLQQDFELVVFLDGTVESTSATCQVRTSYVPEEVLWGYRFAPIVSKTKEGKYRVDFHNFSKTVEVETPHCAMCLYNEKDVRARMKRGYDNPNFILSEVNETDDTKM
PMI act = phosphomannose isomerase (human) activation; P34949; AID 1214; activation factor at 20 µM; purified human PMI, coupled resazurin fluorescence, 20 min; stronger effect = higher value; 1 = vehicle control, 0 substrate-free wells; 190,000 tested, 0.005% active;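 active = activation factor of 2 or more at 20 µM, relative to plate controls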
PMI act hi M6P = PMI (human) activation, high substrate; P34949; coupled PMI enzyme assay, resazurin fluorescence, 20 min; stronger effect = higher value; 1 = untreated enzyme, 0 = substrate-free blank; activation factor at 20 µM; 190,000 tested, 0.34% active;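 active = activation factor of 2 or more at 20 µM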
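Test system: Human PMI in coupled enzyme assay | Input: 15 ng/mL PMI | Medium: HEPES-buffered pH 7.4 with magnesium and detergent | Compound: One concentration, 20 µM, in 1% DMSO | Incubation: Enzyme reaction with compound 20 min at room temperature | Detection: Diaphorase-driven resazurin-to-resorufin fluorescence, excitation 544, emission 590 nm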
PPARg SRC3 recr = promotes SRC-3 coactivator recruitment by human PPARgamma; 200,000 tested, 0.26% active; activation, % at 8 µM; P37231; AID 731; biochemical PPARgamma/SRC-3 coactivator recruitment assay; in the data active = activation above about 23%;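 note: 0% = DMSO and 100% = reference agonist; some compounds past the cut are filed as inactive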
Diaph act CS = activates diaphorase or chemically reduces, flagging diaphorase assay artifacts. Diaphorase/resazurin coupled assay, resorufin fluorescence, 16 min; stronger effect = higher value; 1 = vehicle wells, 0 = NADH-free wells. activation factor at 20 µM. 190,000 tested, 0.005% active;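 active = diaphorase activity raised at least twofold by the compound at 20 µM; inactive = activation factor below 2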
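Assay system: Purified diaphorase enzyme from Clostridium kluyveri | Amount: Enzyme 0.07 U/mL final | Dosing: Compound 20 µM once, DMSO 1% | Timing: 16 min reaction at room temperature | Detection: Fluorescence, excitation 544 nm and emission 590 nm | Evaluation: Higher resorufin formation from activation or reduction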
PPARg SRC-2 ag = promotes SRC-2 coactivator recruitment by human PPARgamma; PPARgamma LBD-SRC-2 recruitment, biochemical; P37231; AID 1032; activation, % at 8 µM; 200,000 tested, 0.34% active; in the data active = activation above about 22%;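 note: 0% = vehicle and 100% = reference agonist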
SRC2 TRFRET art = TR-FRET artefact, counter-screen to PPARgamma/SRC-2 agonist assay; stronger effect = higher value; TR-FRET ratio at 8 µM; 200,000 tested, 0.4% active; in the data active = TR-FRET ratio above about 2000; note: inactives centre near 1500
The depositor's hits bear a star; · = no result given.

SMILES | PPARg SRC1 recr | G6PDH CS | Diaphorase inh | S1P3 antagonist | ROMK mod | PMI act | PMI act hi M6P | PPARg SRC3 recr | Diaph act CS | PPARg SRC-2 ag | SRC2 TRFRET art
COc1ccc(NC(=O)Cc2c(Cl)cccc2Cl)cn1 | 0.8 | 3.5 | 18.4 | -8.2 | · | 0.8 | 0.5 | 3.2 | 0.8 | -0.4 | 1563
COc1ccc(C(=O)Nc2ccc(S(=O)(=O)Nc3onc(C)c3C)cc2)cc1 | 2.0 | 2.3 | 8.6 | -6.6 | 0.926 | 1 | 1 | -6.2 | 0.9 | 9.3 | 1585
CC(C)(C)NC(=O)Cn1c(=O)n(CC(=O)NC(C)(C)C)c2ccccc21 | 13.5 | 9.4 | -10.1 | -16.9 | 0.0733 | 0.9 | 0.9 | 2.2 | 1.1 | 0.3 | 1569
O=C(O)CNCC1COc2ccccc2O1 (stereo not given) | 14.1 | 7.9 | 19.2 | -19.3 | · | 1 | 1 | -6.1 | 0.8 | -10.7 | 1580
COc1ccc(NC(=O)COc2ccc(C)cc2)c([N+](=O)[O-])c1 | -3.2 | 3.0 | 13.6 | -9.2 | 0.521 | 0.9 | 0.9 | -0.1 | 0.9 | -6.6 | 1540
O=C(CCNS(=O)(=O)c1cccs1)N1CCCCCC1 | 18.1 | 9.3 | 8.4 | -2.5 | -0.185 | 0.9 | 0.9 | 3.7 | 0.9 | 11.5 | 1626
O=C1OC(c2ccccc2)=C/C1=C/N1CCOCC1 | 2.9 | 2.9 | 13.5 | · | · | 1 | 1 | 6.0 | 0.9 | -0.7 | 1457
C/C(=N\NC(=O)C1CC1c1ccccc1)c1cccc([N+](=O)[O-])c1 (stereo not given) | -4.0 | 9.5 | -4.0 | · | -0.729 | 1.2 | 1.1 | -5.9 | 1 | 8.0 | 1595
CC(c1ccccc1)C(Cc1nc2ccccc2[nH]1)c1nc2ccccc2[nH]1 (stereo not given) | -5.7 | 3.8 | 18.9 | -9.3 | -0.446 | 0.9 | 0.9 | 2.3 | 0.8 | -2.3 | 1434
CC(C)Nc1c([N+](=O)[O-])c(=O)oc2ccccc12 | -3.3 | 8.6 | -6.0 | -12.9 | -0.842 | 1.1 | 1.2 | -1.0 | 1.1 | 7.5 | 1640
CCC(=O)Nc1nonc1-c1nc2ccccc2n1Cc1cccc2ccccc12 | 5.7 | 2.0 | 12.6 | · | · | 0.9 | 1 | 2.3 | 0.9 | 13.3 | 1821
S=C(NCCCN1CCOCC1)N1CCN(c2nc(-c3ccccc3)cs2)CC1 | 3.5 | 17.6 | 10.6 | -7.0 | 0.24 | 0.9 | 0.9 | 1.1 | 0.9 | 4.0 | 1744

A few values from above:
For PPARg SRC1 recr, `CC(C)(C)NC(=O)Cn1c(=O)n(CC(=O)NC(C)(C)C)c2ccccc21` has the entry 13.5
For PMI act hi M6P, `O=C(O)CNCC1COc2ccccc2O1` (stereo not given) has the entry 1
For PPARg SRC-2 ag, `CCC(=O)Nc1nonc1-c1nc2ccccc2n1Cc1cccc2ccccc12` has the entry 13.3

Other entries
SMILES | PPARg SRC1 recr | G6PDH CS | Diaphorase inh | S1P3 antagonist | ROMK mod | PMI act | PMI act hi M6P | PPARg SRC3 recr | Diaph act CS | PPARg SRC-2 ag | SRC2 TRFRET art
CC(C)OC(=O)CSc1nnnn1-c1ccc2c(c1)OCCO2 | 8.9 | 1.3 | 11.0 | -12.0 | · | 0.9 | 1 | -1.1 | 0.9 | 8.0 | 1519
Cc1cc(C)n(-c2nc3ccccc3nc2Nc2ccc3c(c2)OCO3)n1 | 2.8 | -1.7 | 15.6 | 2.3 | · | 0.9 | 0.9 | -0.9 | 0.8 | 3.4 | 1609
CCOc1ccc(C(=O)NC(=S)NCc2cccnc2)cc1[N+](=O)[O-] | 7.0 | -2.9 | 14.5 | 10.6 | 0.191 | 1 | 1 | -0.1 | 0.9 | 5.0 | 1539
CN(C)CC(C)(C)CNC(=S)Nc1cc(S(=O)(=O)N2CCOCC2)ccc1Cl | 2.2 | 6.9 | 11.9 | -24.8 | 0.0261 | 1.1 | 1 | 0.1 | 0.9 | 0.0 | 1413
COCCOc1cc(-n2ccnc2SC)c(Cl)cc1Cl | 6.5 | -8.4 | 8.8 | · | · | 1 | 0.9 | -11.9 | 0.9 | 1.5 | 1625
Cc1ccc(-c2cc(C(=O)N3CCCc4ccccc43)c3ccccc3n2)cc1 | 7.0 | 4.9 | 16.0 | · | 0.268 | 0.9 | 0.9 | 7.8 | 0.8 | 1.3 | 1397
CC(NC(=O)CC1Nc2ccccc2NC1=O)c1ccccc1 (stereo not given) | 0.6 | -3.3 | 7.6 | 13.4 | · | 1 | 1 | -8.4 | 0.9 | 10.2 | 1429
Cn1cc(/C=N\O)nc2c(=O)n(-c3ccccc3)c(=O)nc1-2 | 6.6 | 8.5 | 33.7 | 5.2 | -0.0231 | 0.8 | 0.4 | 3.4 | 0.7 | 3.8 | 1614
COc1ccc2c(c1OC)C(=O)N(c1ccc(O)cc1)C2=O | 4.4 | 10.1 | 7.4 | -1.0 | · | 0.9 | 1 | 6.0 | 0.9 | 6.2 | 1506
COc1ccccc1NC(=O)c1ccc(NC(=O)CSc2ncccn2)cc1 | 0.1 | 2.3 | 13.0 | 11.4 | 0.0557 | 1 | 0.9 | 5.6 | 0.9 | 7.2 | 1629
CCOc1ccccc1NC(=O)COC(=O)CNS(=O)(=O)c1ccc(C)cc1 | -2.3 | 12.5 | 5.6 | -0.7 | -0.812 | 1 | 1 | -0.7 | 0.9 | -9.2 | 1480
Cc1ccc(SCCNC(=O)c2ccc(CN3CCOCC3)cc2)cc1 | -12.0 | 0.4 | 18.1 | -7.8 | 0.374 | 0.9 | 0.9 | 4.3 | 0.8 | -3.5 | 1517
CN1CCN(CC(=O)N2c3ccccc3C(C)(c3ccc(Cl)cc3)CC2(C)C)CC1 (stereo not given) | 5.0 | 5.8 | 13.2 | · | -1.5 | 1 | 1 | -6.5 | 0.9 | 6.8 | 1371
O=Cc1ccc(OCc2cccc(C(F)(F)F)c2)cc1O | 7.2 | 4.6 | 5.0 | 7.3 | 0.955 | 0.9 | 1 | -0.3 | 0.9 | 7.4 | 1560
CCN1C(=O)CC(Sc2ccccc2N)C1=O (stereo not given) | -3.6 | -2.7 | 4.0 | -13.1 | · | 0.9 | 1 | -0.1 | 1 | 0.6 | 1572
COc1ccccc1CNS(=O)(=O)c1ccc(C)cc1 | 0.6 | -5.1 | 8.4 | · | 0.0398 | 1 | 1.1 | -7.2 | 0.9 | 6.8 | 1473
COc1ccc(-n2c(SCC(=O)N3CCCC3)nc3ccccc3c2=O)cc1 | 2.4 | 3.6 | · | -6.0 | -0.00347 | · | · | 3.3 | · | -3.1 | 1481
CN1CCN(c2ccc(S(=O)(=O)N3CCCCC3)cc2NC(=O)c2ccc(C#N)cc2)CC1 | 7.6 | -7.2 | 3.3 | -5.9 | 0.325 | 1.1 | 1 | -2.3 | 1 | -1.6 | 1503
COc1ccc(C(=O)NC(=S)NCc2ccc(-c3nc4ccccc4o3)cc2)cc1OC | 2.3 | 8.0 | 8.3 | · | 1.71 | 0.9 | 1 | 6.5 | 0.9 | 9.4 | 1639
Cc1cc(CNC(=O)C(C)n2cc([N+](=O)[O-])cn2)c2ccccc2n1 (stereo not given) | 9.3 | 2.5 | 4.1 | -7.1 | 1.17 | 1.2 | 1.1 | -1.0 | 1 | -0.7 | 1475
CCc1c(C)sc(NC(=O)OC)c1C(N)=O | 0.0 | 6.2 | 16.5 | · | · | 0.9 | 1 | -9.0 | 0.8 | 1.3 | 1303
CCOC(=O)Cn1nc(C)c(NC(=O)COc2ccc(F)cc2F)c1C | 3.0 | -0.9 | 9.0 | -7.5 | 1.43 | 1.1 | 1 | 5.8 | 0.9 | 2.2 | 1555
CCC(C)(C)C(=O)Nc1cccc(Cl)c1C | -5.0 | 0.0 | 1.0 | -3.4 | 0.664 | 1 | 1.1 | 3.2 | 1 | 2.9 | 1680
O=C(CNC(=O)c1ccco1)OCc1ccc(Cl)cc1 | 3.2 | 10.5 | 8.7 | · | · | 0.9 | 0.8 | 15.4 | 0.9 | 6.1 | 1636
O=C(N/C(=C/c1cn(-c2ccccc2)nc1-c1ccccc1)C(=O)N1CCOCC1)c1ccccc1 | 8.3 | -16.0 | 5.0 | -13.1 | · | 1.1 | 1 | 2.6 | 0.9 | -2.7 | 1607
Cc1nc2sc(C(c3cccs3)N3CCC(C(N)=O)CC3)c(O)n2n1 (stereo not given) | 6.6 | 19.5 | -10.6 | -19.1 | · | 1.1 | 1.1 | 10.1 | 1.1 | 7.0 | 1672
CCN(c1ccc(NC(=O)CCNC(=O)c2ccco2)cc1)C(C)C | 4.1 | 9.0 | 7.4 | 2.6 | · | 0.9 | 0.8 | 6.0 | 0.9 | -4.5 | 1534
CCn1c2ccccc2c2nc3cc(C(=O)O)ccc3nc21 | 3.0 | 16.3 | 59.7* | 27.9 | 2.06 | 0.9 | 0.7 | 1.5 | 0.4 | 6.1 | 1596
O=c1[nH]c(=O)n(Cc2ccco2)c2c1C(C(F)(F)F)(C(F)(F)F)N=C(CCC1CCCCC1)N2 | -8.2 | 5.9 | 13.5 | · | · | 0.8 | 0.8 | -8.7 | 0.9 | -2.2 | 1467
O=c1c(-c2ccc(Br)cc2)[n+]([O-])c2ccccc2n1OCc1ccccn1 | 7.2 | 11.6 | 12.0 | 2.2 | -0.0228 | 0.9 | 0.9 | 2.2 | 0.9 | 2.1 | 1771
CCCCCSc1nnc(-c2ccccc2N)c(=O)[nH]1 | -3.5 | -1.5 | 27.6 | -7.3 | 0.677 | 1 | 0.9 | 0.2 | 0.7 | -7.8 | 1467
CCOc1ccc(NC(=O)CCN2CCN(c3ccccc3OC)CC2)cc1 | 3.5 | 4.9 | 5.5 | -3.2 | · | 0.9 | 0.9 | -4.3 | 0.9 | -0.3 | 1358
O=c1c2c(nc3n1CCCCC3)sc1c(O)cccc12 | 7.1 | 6.6 | 18.7 | -3.6 | -2.08 | 0.8 | 1 | -8.5 | 0.8 | 3.5 | 1557
N#Cc1cc(Oc2ccc3ccccc3c2)c(-n2nnc3ccccc32)cc1C#N | 14.8 | 0.7 | 16.7 | · | 0.535 | 1.1 | 1 | -8.9 | 0.8 | -0.3 | 1509
